Bioassay records deposited in PubChem BioAssay by several laboratories.
GASC-1 inh = blocks human GASC-1 demethylase activity; 330,000 compounds, 0.069% hits; GST-JMJD2C(1-420) H3K9me3 demethylation, DELFIA europium; inhibition, % at 2.35 µM; AID 2099;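 active means more than half of a compound's replicate wells show inhibition beyond 50%, single wells judged on their own value; inconclusive means some, but no more than half, of replicates pass 50% inhibition; inactive means no replicate passes 50% inhibition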;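 further: signal counts dimethyl H3K9 product captured on neutravidin plate; 0% = median of DMSO wells and 100% = 0.3 times that DMSO median; strong numbers were not always called active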
AHR activator = human AHR activation; P35869; AHR-responsive luciferase reporter cells, luminescence; activation, % at 5 µM; 320,000 compounds, 2.5% hits; in the data active means activation above about 47%;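 further: 0% = vehicle wells and 100% = reference agonist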
Target sequence (P35869 whole entry, looked up): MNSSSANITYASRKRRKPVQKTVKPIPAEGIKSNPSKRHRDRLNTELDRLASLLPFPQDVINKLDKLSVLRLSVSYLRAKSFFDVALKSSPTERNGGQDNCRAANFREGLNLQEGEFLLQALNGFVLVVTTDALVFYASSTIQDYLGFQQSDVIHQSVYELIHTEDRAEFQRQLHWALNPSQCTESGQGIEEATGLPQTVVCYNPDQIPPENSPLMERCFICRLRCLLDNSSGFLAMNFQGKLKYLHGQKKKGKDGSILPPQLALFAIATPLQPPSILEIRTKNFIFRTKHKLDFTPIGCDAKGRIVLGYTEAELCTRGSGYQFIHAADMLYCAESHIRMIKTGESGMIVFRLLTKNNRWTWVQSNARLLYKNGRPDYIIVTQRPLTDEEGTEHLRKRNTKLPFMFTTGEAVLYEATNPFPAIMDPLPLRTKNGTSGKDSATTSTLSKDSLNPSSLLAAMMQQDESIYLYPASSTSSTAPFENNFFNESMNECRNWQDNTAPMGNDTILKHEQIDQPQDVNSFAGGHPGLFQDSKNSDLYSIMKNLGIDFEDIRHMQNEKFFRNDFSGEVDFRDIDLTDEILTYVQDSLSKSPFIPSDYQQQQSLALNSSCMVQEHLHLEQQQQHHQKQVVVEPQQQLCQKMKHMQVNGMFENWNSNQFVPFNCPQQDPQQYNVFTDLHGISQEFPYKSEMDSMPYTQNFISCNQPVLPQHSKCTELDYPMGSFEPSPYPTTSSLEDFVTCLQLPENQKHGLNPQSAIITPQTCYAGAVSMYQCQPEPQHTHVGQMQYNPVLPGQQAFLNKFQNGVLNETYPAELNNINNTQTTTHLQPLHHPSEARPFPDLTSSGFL
proCasp3 act = activators of human procaspase-3 | P42574 | recombinant procaspase-3 D3A, Ac-DEVD-pNA absorbance 405 nm | 330,000 compounds, 0.11% hits | activation, % at 8.5 µM | AID 463141;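 active means activation above the mean of all tested compounds plus 3 SD, cut at about 21% in these data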;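 further: 0% = DMSO alone and 100% = DMSO wells spiked with extra 5 µM PC-3 D3A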
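Assay system – Procaspase-3 D3A mutant · Benchmarks – DMSO low control, extra-enzyme high control · Technique – 405 nm absorbance of p-nitroaniline, reads at 0 and 120 min · Doses – 8.5 µM nominal · Measure – % activation between DMSO and enzyme-spiked controls · Also added – Ac-DEVD-pNA chromogenic peptide substrate · Schedule – 1 h compound preincubation, 2 h substrate hydrolysis at 25 °C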
RPL19A TOR yeast = modulators of TOR pathway RPL19A-GFP in S. cerevisiae; S. cerevisiae RPL19A-GFP strain, flow cytometry, 3 h; hits give low values; percent response vs DMSO, % at 10 µM; 330,000 compounds, 0.3% hits;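 active means percent response vs DMSO below 50%; inconclusive means fewer than 70 events counted for the yeast strain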;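 further: median channel GFP fluorescence of the barcoded RPL19A-GFP strain; ratio of sample median GFP to plate DMSO average so 100% = DMSO; lower means less RPL19A-GFP as with rapamycin TOR inhibition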
MEP2-GFP yeast = modulators of TOR pathway MEP2-GFP in S. cerevisiae. GFP response vs DMSO, % at 10 µM. 330,000 compounds, 0.51% hits. AID 2016. S. cerevisiae MEP2-GFP strain, flow cytometry GFP, 3 h; 100% = DMSO control level;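 active means GFP response versus DMSO above a set limit, roughly screen mean plus 3 SD, cut at about 180% in these data; inconclusive means fewer than 70 cells counted for a yeast strain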;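 further: median GFP fluorescence of the barcode-gated MEP2-GFP cells per well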
CR mimetic SO = yeast age-related superoxide inhibition as caloric restriction mimetic | superoxide response (% of plate mean), % at 10 µM | 330,000 compounds, 0.18% hits | S. cerevisiae aged cells, superoxide DHE fluorescence; hits give low values;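 active means superoxide response under a set limit, about three screen SD below normal, cut at about 65% in these data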;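 further: yeast aged for seven days with compound at 30 °C before DHE staining; 100% = average MFI of all compound-treated wells on the plate with controls excluded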
LAP4 TOR yeast = yeast TOR pathway LAP4-GFP modulation. GFP response vs DMSO, % at 10 µM. AID 2023. 320,000 compounds, 0.34% hits. S. cerevisiae LAP4-GFP multiplex, flow cytometry GFP, 3 h; median GFP as percent of DMSO wells;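 active means GFP response vs DMSO above a set limit, about the screen mean plus 3 SD, cut at about 150% in these data; inconclusive means under 70 cell events counted for the yeast strain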
proCasp7 act = counter-screen for procaspase-3 activators: activators of human procaspase-7; 330,000 compounds, 0.093% hits; recombinant procaspase-7, Ac-DEVD-pNA absorbance 405 nm; D23A/D198A/D206A triple mutant, cannot self-cleave; scale: DMSO 0, 5 µM enzyme 100; activation, % at 8.5 µM; AID 463210; P55210;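 active means percent activation above the screen-wide mean plus 3 SD, cut at about 25% in these data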
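Assay system – Uncleavable procaspase-7 mutant enzyme · Quantity – 2 µM procaspase-7 mutant as dispensed · Times – 1 h preincubation, 2 h reaction · Dosing – single nominal 8.5 µM compound dose, 0.8% DMSO final · Buffer or medium – Zinc-free 50 mM HEPES buffer, pH 7.4, with NaCl and Triton X-100 · Detection – Epi-absorbance of released pNA at 405 nm, two timepoints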
An asterisk follows results filed as active; ? = inconclusive; / = no result given; & = joins results of further samples; [ ] = remark or other dose.

SMILES | GASC-1 inh | AHR activator | proCasp3 act | RPL19A TOR yeast | MEP2-GFP yeast | CR mimetic SO | LAP4 TOR yeast | proCasp7 act
Nc1c(N2CCN(c3ccccc3)CC2)c2ccccc2oc1=O | -18 | -5 | -2 | 94 | 97 | 101 | 100 | 1
O=c1oc2ccccc2nc1/C=C(\O)c1ccc(Br)cc1 | 0 | 21 | -13 | 87 | ? | 100 | 89 | -17
Cc1ccc(C(C(=O)NCc2ccco2)N(C(=O)Cn2nnc3ccccc32)c2ccccc2)o1 (stereo not given) | -8&12 | 3 | 7 | 102 | 107 | 96 | 105 | -1
Cc1cccc(NC(=S)N(C)C2(c3ccccc3Cl)CCCCC2=O)c1 (stereo not given) | -4 | 4 | 0 | 101 | 100 | 76 | 98 | 4
Cc1cc(C=O)c(C)n1-c1ccc2c(c1)OCO2 | -5 | 3 | -3 | 97 | 95 | 90 | 100 | -13
S=C(NCc1ccco1)Nc1ccc(Oc2ccccc2)cc1 | 1 | 0 | -1 | 105 | 101 | 108 | 121 | -10
CCCCCCCCS(=O)CCC(=O)O (stereo not given) | -31 | 2 | -1 | 94 | 98 | 103 | 98 | -10
C1CCCCCC(=NNc2nn[nH]n2)CCCCC1 | -4 | 3 | -4 | 97 | 96 | 106 | 101 | -3
CCN1CCN(C(=O)CS(=O)(=O)Cc2nc(-c3ccccc3C)oc2C)CC1 | -6 | -4 | 5 | 101 | 100 | 99 | 91 | 2
COc1ccccc1Oc1nc(C)c(C(C)=O)cc1C#N | 18 | 0 | 6 | 94 | 100 | 131 | 101 | -7
CCN(C(=O)CN1CCN(S(=O)(=O)c2ccccc2C(F)(F)F)CC1)c1c(N)n(Cc2ccccc2)c(=O)[nH]c1=O | 5 | -2 | 7 | 100 | 101 | 81 | 103 | 2
O=C(CN1C(=O)/C(=C/c2ccc(Cl)cc2)SC1=S)NC1C=CS(=O)(=O)C1 (stereo not given) | -1 | -2 | -2 | 95 | 98 | 116 | 98 | -18
O=C(C1CCC(C(=O)N2CCc3ccccc32)CC1)N1CCc2ccccc21 (stereo not given) | 2 | -3 | -4 | 97 | 96 | 96 | 95 | -5
COc1ccccc1CNC(=O)c1ccc(-c2ccccc2Cl)o1 | 4 | 29 | -3 | 96 | 90 | 97 | 127 | -2
CCOC(=O)c1c(NC2=NS(=O)(=O)c3ccccc32)sc2c1CCCCC2 | -7 | -5 | 4 | 98 | 104 | 87 | 93 | -2
Cc1c(Br)c([N+](=O)[O-])nn1CC(=O)N1CCN(Cc2ccccc2)CC1 | -9 | -2 | -2 | 109 | 101 | 92 | 101 | -2
COc1cccc(N2CC(O)=C(c3nc4ccccc4s3)C2=N)c1 | 4 | 57* | -2 | 91 | 95 | 106 | 93 | -3
COc1ccc(N2C(=O)C3CCCN3C2c2cccs2)cc1 (stereo not given) | 6 | -2 | 4 | 97 | 102 | 100 | 98 | 1
CCOc1cc(C)c(S(=O)(=O)NCc2ccccn2)cc1C | 3 | -1 | 3 | 99 | 103 | 101 | 108 | 4
CC1(C)NC(=O)N(CCOCCOc2ccccc2)C1=O | -19 | 1 | -4 | 93 | 91 | 110 | / | 9
O=C(COc1ccccc1)N1CCN(C(=O)Cc2ccccc2)CC1 | 0 | 6 | 10 | 101 | 105 | 112 | 103 | 5
CN(Cc1ccccc1)C(=O)CSc1nnc(-c2ccco2)n1-c1ccccc1 | 2 | 2 | -8 | 99 | 101 | 95 | 104 | -25
O=C(COC(=O)c1cccnc1Cl)Nc1cccc(S(=O)(=O)N2CCCCC2)c1 | -21 | 4 | 1 | 94 | 98 | 98 | 99 | 1
COc1ccc(C(CNC(=O)c2oc3ccc(C)cc3c2C)N2CCCCC2)cc1 (stereo not given) | 4 | 1 | -4 | 97 | 100 | 97 | 95 | 7
COc1cc(/C=C/C(=O)OCC(=O)NC(=O)NC(C)(C)C)ccc1O | 0 | 3 | 3 | 103 | 99 | 101 | 95 | 0
CC1Cc2ccccc2N1CC(=O)NC(=O)NCc1ccccc1 (stereo not given) | -72 | 2 | -1 | 93 | 89 | 78 | 97 | 0
COc1ccc(OC)c(N(CC(=O)N2CCc3ccccc3C2)S(C)(=O)=O)c1 | 15 | -4 | 14 | 101 | 102 | 93 | 99 | -11
Cn1c(SCC(=O)NC2(C#N)CCCCC2)nnc1-c1cccnc1 | -4 | 1 | 9 | 99 | 102 | 84 | 106 | 2
COc1ccccc1N(CCOc1ccccc1)S(=O)(=O)c1ccccc1 | -5 | 4 | 6 | 95 | 99 | 110 | 103 | 0
CC(=O)Nc1ccc(S(=O)(=O)NCCC(=O)OCc2ccccc2F)cc1 | 4 | 0 | 2 | 96 | 93 | 110 | 104 | 4

As entered above:
In proCasp3 act, COc1ccc(C(CNC(=O)c2oc3ccc(C)cc3c2C)N2CCCCC2)cc1 (stereo not given) shows -4
In GASC-1 inh, COc1ccccc1N(CCOc1ccccc1)S(=O)(=O)c1ccccc1 shows -5
In proCasp3 act, O=C(COc1ccccc1)N1CCN(C(=O)Cc2ccccc2)CC1 shows 10
In MEP2-GFP yeast, Cn1c(SCC(=O)NC2(C#N)CCCCC2)nnc1-c1cccnc1 shows 102
In GASC-1 inh, O=C(COC(=O)c1cccnc1Cl)Nc1cccc(S(=O)(=O)N2CCCCC2)c1 shows -21
In RPL19A TOR yeast, CN(Cc1ccccc1)C(=O)CSc1nnc(-c2ccco2)n1-c1ccccc1 shows 99
In MEP2-GFP yeast, CC1Cc2ccccc2N1CC(=O)NC(=O)NCc1ccccc1 (stereo not given) shows 89

Continued:
SMILES | GASC-1 inh | AHR activator | proCasp3 act | RPL19A TOR yeast | MEP2-GFP yeast | CR mimetic SO | LAP4 TOR yeast | proCasp7 act
CCCCCCCCN1[C@@H](CC(=O)O)c2cc(C(F)(F)F)ccc2S1(=O)=O | 0 | -2 | 6 | 106 | 99 | 105 | 102 | -4
O=C1/C(=C/c2ccccc2)SC(=S)N1C1CCS(=O)(=O)C1 (stereo not given) | -3 | -3 | -9 | 102 | 100 | 101 | 118 | -10
CC1(C)OC(=O)C(C(c2ccccc2)C(C#N)C(N)=O)=C(O)O1 (stereo not given) | -6 | 3 | -7 | 95 | 101 | 101 | 84 | -7
COc1ccc(C(=O)N2c3ccccc3C(=O)OC2c2ccc3c(c2)OCO3)cc1 (stereo not given) | -5 | 20 | -1 | 99 | 104 | 104 | 94 | 17
CCC(=O)Nc1cc2c3c(c1)CCN3C(=O)CC2 | 3 | 2 | 5 | 100 | 100 | 128 | 98 | -2
COc1ccc(NC(=O)c2ccc(-c3ccc([N+](=O)[O-])cc3)o2)cc1 | 0 | 7 | 0 | 95 | 101 | 88 | 111 | 0
S=c1[nH]nc(-c2ccc3ccccc3n2)o1 | 2 | 7 | -4 | 99 | 102 | 116 | 100 | -4
COC(=O)c1sc(S(=O)(=O)N2CCCCC2C)c(C(=O)OC)c1C (stereo not given) | -8 | 0 | 11 | 99 | 102 | 113 | 100 | -4
CCCn1c(=O)c(C(=O)c2ccccc2)nc2ccccc21 | -2 | -3 | 2 | 98 | 92 | 96 | 103 | -12
Cn1c(N)c(N=Nc2ccc(S(N)(=O)=O)cc2)c(=O)n(C)c1=O | -8 | 0 | -3 | 104 | 106 | 133 | 92 | -2
Cc1nn(Cc2ccc(F)cc2)c(C)c1NC(=O)c1nn(C)cc1Cl | -2 | 2 | 7 | 97 | 103 | 100 | 104 | 6
O=C(COC(=O)c1ccccc1NCCO)NCc1cccs1 | -8 | -3 | 1 | 89 | 94 | 103 | 106 | 8
CC(C)C1NC(=S)N(Cc2ccccc2)C1=O (stereo not given) | -25 | 1 | 6 | 100 | 103 | 95 | 107 | 16
Cc1noc(C)c1S(=O)(=O)N1CCC(C(N)=O)CC1 | -1 | 4 | -3 | 93[may fluoresce green] | 114[may fluoresce green] | 95 | 112[may fluoresce green] | -1
CCOC(=O)N1CCN(C(=O)C2CCCN(S(=O)(=O)c3ccccc3)C2)CC1 (stereo not given) | -11 | -1 | 1 | 95 | 93 | 98 | 88 | -6
COc1ccc(C)cc1NC(=O)c1ccc(S(=O)(=O)N2CCCCC2)cc1 | 8 | 8 | -4 | 89 | 98 | 118 | 109 | -4
COc1ccccc1N1CCN(C2=Nc3cccc4cccc2c34)CC1 | 12 | 6 | -8 | 97 | 101 | 88 | 96 | -15
CCC12CN3CC(CC)(CN(C1)C31C(=O)N(C)c3ccc(C)cc31)C2=O (stereo not given) | -2 | 0 | -6 | 93 | 101 | 93 | 95 | 12
COc1cc(NC(=O)C2CCCN2S(=O)(=O)c2cccc3cccnc23)cc(OC)c1OC (stereo not given) | 10 | 0 | 4 | 98 | 115 | 105 | 104 | -4
CCCCC(=O)NC1(C(F)(F)F)NC(=O)N(C)C1=O (stereo not given) | -16 | 2 | -8 | 100 | 102 | 74 | 100 | 9
COc1ccccc1OCC(=O)O/N=C(\N)c1ccccn1 | -6 | 20 | -1 | 95 | 83 | 93 | 119 | 4
COc1cccc(C(c2nnnn2Cc2ccco2)N2CCN(c3cccc(C)c3C)CC2)c1OC (stereo not given) | -10&0 | 0 | -2 | 99 | 100 | 87 | 102 | 5

4 entries drawn at random from those above:
SMILES | GASC-1 inh | AHR activator | proCasp3 act | RPL19A TOR yeast | MEP2-GFP yeast | CR mimetic SO | LAP4 TOR yeast | proCasp7 act
CCC12CN3CC(CC)(CN(C1)C31C(=O)N(C)c3ccc(C)cc31)C2=O (stereo not given) | -2 | 0 | -6 | 93 | 101 | 93 | 95 | 12
CCOC(=O)N1CCN(C(=O)C2CCCN(S(=O)(=O)c3ccccc3)C2)CC1 (stereo not given) | -11 | -1 | 1 | 95 | 93 | 98 | 88 | -6
CC(C)C1NC(=S)N(Cc2ccccc2)C1=O (stereo not given) | -25 | 1 | 6 | 100 | 103 | 95 | 107 | 16
Cc1noc(C)c1S(=O)(=O)N1CCC(C(N)=O)CC1 | -1 | 4 | -3 | 93[may fluoresce green] | 114[may fluoresce green] | 95 | 112[may fluoresce green] | -1
